APP 5'UTR act: activators of APP 5'UTR luciferase reporter, primary screen, SH-SY5Y cells; activation, % at 2 µM; 1% of 190,000 active; SH-SY5Y APP 5'UTR luciferase reporter, luminescence; zero percent = DMSO vehicle wells;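 active = activation above a set limit, based on mean plus 3 SD of controls, cut at about 140% in these data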; also: values of inactives mirror those of a sister screen read the other way
bIAP act: bovine intestinal alkaline phosphatase activators, primary screen, biochemical, bovine IAP, CDP-star luminescence; purified bovine IAP, 30 min; stronger effect = higher value; fold of DMSO-control signal, blank-subtracted; 0.17% of 200,000 active; activation factor at 20 µM;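 active = activation factor of 2 or more at 20 µM, a signal rise over negative controls twice the positive control's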
PMI act: activators of human PMI, primary screen, biochemical, fluorescence intensity, near-Km mannose 6-phosphate; purified human PMI, coupled resazurin fluorescence, 20 min; stronger effect = higher value; 1 = vehicle control, 0 substrate-free wells; AID 1214, 2008; 0.005% of 190,000 active; activation factor at 20 µM; Mannose-6-phosphate isomerase (Homo sapiens), P34949;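 active = activation factor of 2 or more at 20 µM, relative to plate controls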
FLuc inhib CS: firefly luciferase enzyme inhibitors, primary screen, artefact control for luciferase-based inhibitor screens, biochemical, luminescence, ATPLite; Luciferin 4-monooxygenase (Photinus pyralis), P08659; 10 min; inhibition, % at 10 µM; 1.5% of 200,000 active; AID 1006, 2008;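 active = inhibition above about 50% when tested at 10 µM, limit read from the data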
Target sequence (P08659 whole entry, looked up): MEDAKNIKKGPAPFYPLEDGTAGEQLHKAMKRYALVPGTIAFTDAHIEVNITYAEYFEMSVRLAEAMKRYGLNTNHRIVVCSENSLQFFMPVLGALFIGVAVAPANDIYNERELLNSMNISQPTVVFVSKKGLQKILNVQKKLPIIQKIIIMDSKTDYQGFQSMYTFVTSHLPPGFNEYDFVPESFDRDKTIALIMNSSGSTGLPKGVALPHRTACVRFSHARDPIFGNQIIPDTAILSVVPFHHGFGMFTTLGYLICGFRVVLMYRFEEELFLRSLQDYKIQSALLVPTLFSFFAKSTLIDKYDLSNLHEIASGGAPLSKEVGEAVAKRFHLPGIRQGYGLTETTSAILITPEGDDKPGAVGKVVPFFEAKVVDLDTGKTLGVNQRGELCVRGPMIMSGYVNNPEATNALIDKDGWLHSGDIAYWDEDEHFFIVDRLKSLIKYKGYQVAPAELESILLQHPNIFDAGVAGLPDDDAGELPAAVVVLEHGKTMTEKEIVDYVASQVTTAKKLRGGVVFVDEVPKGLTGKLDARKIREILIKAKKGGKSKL
PMI act hi M6P: human PMI activators, high substrate, primary screen, biochemical, fluorescence intensity, near-saturating mannose 6-phosphate | coupled PMI enzyme assay, resazurin fluorescence, 20 min; stronger effect = higher value; 1 = untreated enzyme, 0 = substrate-free blank | Mannose-6-phosphate isomerase (Homo sapiens), P34949 | activation factor at 20 µM | 0.34% of 190,000 active | AID 1216, 2008;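 active = activation factor of 2 or more at 20 µM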
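Technique: Diaphorase-driven resazurin-to-resorufin fluorescence, excitation 544, emission 590 nm | Assay system: Human PMI in coupled enzyme assay | Times: Enzyme reaction with compound 20 min at room temperature | Medium: HEPES-buffered pH 7.4 with magnesium and detergent | Reagent: Mannose-6-phosphate 1.0 mM (near-saturating) plus 0.22 mM NADP+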
TNAP inh noacc: human TNAP enzyme inhibitors, primary screen, biochemical, luminescent, no phosphate acceptor, uHTS | Alkaline phosphatase, tissue-nonspecific isozyme (Homo sapiens), P05186 | purified TNAP, CDP-star luminescence, 30 min | inhibition, % at 20 µM | 0.26% of 200,000 active | AID 1012, 2008;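 active = tissue-nonspecific alkaline phosphatase inhibition above about 50% at 20 µM in the single-dose screen, limit read from the data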;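 also: 0% = DMSO negative control and 100% = EDTA positive control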
Target sequence (P05186 whole entry, looked up): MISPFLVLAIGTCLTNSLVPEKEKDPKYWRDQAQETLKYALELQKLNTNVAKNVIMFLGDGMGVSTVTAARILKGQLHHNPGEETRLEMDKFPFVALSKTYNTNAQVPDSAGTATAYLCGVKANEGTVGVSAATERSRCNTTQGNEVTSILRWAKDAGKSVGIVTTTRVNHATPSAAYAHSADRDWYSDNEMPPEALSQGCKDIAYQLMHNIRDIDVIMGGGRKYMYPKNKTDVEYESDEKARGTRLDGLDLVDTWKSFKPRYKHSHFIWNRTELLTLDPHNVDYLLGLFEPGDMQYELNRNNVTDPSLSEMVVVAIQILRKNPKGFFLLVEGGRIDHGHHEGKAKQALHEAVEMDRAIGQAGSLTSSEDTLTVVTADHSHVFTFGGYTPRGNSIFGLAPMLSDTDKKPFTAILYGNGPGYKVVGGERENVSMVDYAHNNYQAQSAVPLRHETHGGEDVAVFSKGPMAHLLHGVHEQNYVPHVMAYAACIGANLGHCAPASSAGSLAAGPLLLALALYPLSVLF
TNAP act hi DEA: TNAP activators at high phosphate acceptor level, primary screen, biochemical, luminescence, uHTS; activation factor at 20 µM; 200,000 tested, under 10 active; purified TNAP, CDP-star luminescence, 1 M DEA, 30 min; stronger effect = higher value; 0 = EDTA background, 1 = DMSO-only activity; Alkaline phosphatase, tissue-nonspecific isozyme (Homo sapiens), P05186;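 active = activation factor at least 2 at 20 µM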
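Measured by: Luminescent substrate turnover signal | Test system: Human TNAP | Input: TNAP 1/800 final | Dosing: 20 µM single point | Schedule: 30 min, room temperature | Controls: EDTA wells as negative control, DMSO wells as positive control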
NF-kB neuron act: activators of NF-kB expression in neurons, primary screen, cell-based, HTS; human neuronal cells, NF-kB reporter expression; stronger effect = higher value; fold change at 12.5 µM; 1.6% of 190,000 active; AID 1239, 2008; in the data active = fold change above about 3.3
TNAP inh hi DEA: human TNAP enzyme inhibitors, primary screen, biochemical, luminescent, high phosphate acceptor level, uHTS | AID 1135, 2008 | Alkaline phosphatase, tissue-nonspecific isozyme (Homo sapiens), P05186 | purified TNAP, CDP-star luminescence, 1 M DEA | inhibition, % at 20 µM | 0.03% of 200,000 active;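 active = over 50% inhibition of tissue-nonspecific alkaline phosphatase at 20 µM in the single-dose screen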;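 also: plate controls were DMSO wells for no effect and EDTA-quenched wells as full inhibition for full effect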
FLuc act counter: FLuc activators, initial screening, artefact control for FLuc-dependent activation tests, biochemical, ATPlite luminescence. activation factor at 10 µM. Luciferin 4-monooxygenase (Photinus pyralis), P08659. ATPlite luciferase biochemical, 10 min; 0 = ATP-free wells, 1 = DMSO control. 200,000 tested, under 10 active. AID 1027, 2008;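 active = luciferase activation factor, scaled between plate controls, of at least 2 with compound at 10 µM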
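System: cell-free luciferase reagent; medium: PBS as buffer for the ATP substrate; doses: test compounds dosed from 2 mM stocks in 100% DMSO; incubation: 10 min, room temperature; measured by: luminescence from luciferase reaction; read-out: luciferase activation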
* marks the source's active call; other numbers are inactive results; . = not tested or not shown.

SMILES	APP 5'UTR act	bIAP act	PMI act	FLuc inhib CS	PMI act hi M6P	TNAP inh noacc	TNAP act hi DEA	NF-kB neuron act	TNAP inh hi DEA	FLuc act counter
CC(C)OCC(O)Cn1c(N2CCCC2)nc2c1c(=O)[nH]c(=O)n2C (stereo not given)	4	0.9	0.8	-4	0.9	-1	1	1	2	1
Cc1cc(C)c(S(=O)(=O)Nc2ccc3c4c(cccc24)CC3)c(C)c1	-95	0.9	0.8	4	0.8	-1	1	3.1	-3	1
CCn1c(SCc2cccc(C(=O)O)c2)nnc1-c1ccccc1	17	1	1	-4	1	-16	1.1	0.92	-8	1
CCOC(=O)c1cccc(NC(=O)CCc2ccccc2)c1	-2	0.9	1	-1	1	-14	1.1	0.93	-6	1
COC(=O)Cc1ccc(NC(=S)NCCCN2CCOCC2)cc1	-2	1	1	-3	1	-10	1	1.1	-3	1
CCOCCCNC(=O)NC(=O)CN1CCN(S(=O)(=O)c2ccc3c(c2)OCCO3)CC1	8	1	0.9	-4	0.9	-13	1.1	1.4	-6	1
CC(=O)c1ccc(NC(=O)Nc2ccccc2)cc1	138*	0.7	0.9	35	1	-6	1	3.6*	1	0.6
CCCNS(=O)(=O)c1ccc(CCC(=O)N2CCN(c3ccc(F)cc3)CC2)cc1	6	0.9	1	-4	1.1	-7	1	0.97	-2	1
Cc1csc(NC(=O)CCCSc2nc3ccccc3s2)n1	17	1	0.7	5	0.8	-10	1.1	0.71	-6	0.9
COc1ccc(CN2CCN(C(=O)c3ccc(-c4ccccc4)cc3)CC2)c(OC)c1OC	-3	1.1	1	-4	1	-4	1	1	0	1
CC1(C)CN(c2cccc(Br)c2)C1=O	-17	1	1.1	6	1.1	-12	1	1	2	0.9
O=C(c1ccc(N2CCN(CCO)CC2)nc1)N1CCOCC1	-7	0.8	1.1	-5	1	-6	1	1.3	1	1
Oc1ccc(-c2nc(=S)[nH][nH]2)cc1	-15	1.1	0.8	8	1.3	-2	1.1	1.1	-6	0.9
CC(NC(=O)CN(C)S(=O)(=O)c1cnc[nH]1)c1ccccc1 (stereo not given)	14	1	1.1	-3	1.1	-5	1	1.1	-2	1
NC(=O)CN1C(=O)C(O)(CC(=O)/C=C\c2ccc3c(c2)OCO3)c2ccccc21 (stereo not given)	10	1.2	1.1	-4	1.1	-5	1	1.5	-4	1
Cc1sc(NC(=O)CSc2nnnn2C)c(C#N)c1C	-1	1	1	-7	1	-10	1.1	1.4	-6	1.1
COC(=O)c1ccccc1N1C(=O)[C@@H]2C(c3ccc(Br)cc3)=NO[C@@H]2C1=O	-7	0.9	0.9	-2	1	-2	0.9	1.2	7	1
CCOc1ccc(NS(=O)(=O)c2ccc(NC(=S)NC(=O)C(C)C)cc2)cc1	-9	0.6	0.8	-6	0.9	-3	1.1	0.82	-6	1.1
COC(CC(=O)NNC(=S)Nc1ccc(Cl)cc1)OC	-16	1.7	1.1	-4	1.1	-111	1	1.1	-4	1
CC(NC(=O)c1cccnc1)C(c1ccccc1)N1CCN(C)CC1 (stereo not given)	9	1	1	-7	1.1	1	1	1.1	-1	1.1
Cn1c(=O)c2cc(S(=O)(=O)NCCC(=O)NCCc3ccc(Cl)cc3)ccc2n(C)c1=O	-17	0.9	1	-7	1	-6	1	0.81	-1	1.1
Cc1ccc(-c2csc3ncnc(-n4nc(C)cc4N)c23)cc1	5	0.9	0.8	-1	0.9	-8	1.1	0.96	-6	1
COc1cc(C(O)P(=O)(OCC(C)C)OCC(C)C)cc(OC)c1OC (stereo not given)	2	1	1	-4	0.9	-5	1	1.1	1	1
Cc1[nH]n(-c2ccccc2)c(=O)c1Sc1ccc(Cl)cc1	19	1	0.8	-7	0.8	-7	1.1	0.99	-8	1.1
CC1CCc2c(nc3ncnn3c2NCCc2ccccc2F)C1 (stereo not given)	-12	1.1	.	-1	.	-10	1	1.1	-1	1
SMILES	APP 5'UTR act	bIAP act	PMI act	FLuc inhib CS	PMI act hi M6P	TNAP inh noacc	TNAP act hi DEA	NF-kB neuron act	TNAP inh hi DEA	FLuc act counter
Cc1cccc(C(=O)O/N=C/c2c(Cl)n(C)c3ccccc23)c1	-4	0.8	0.9	1	0.8	-11	1	1.3	2	1
Cc1ccc(NC2c3ncccc3C(=O)N2Cc2cccs2)cc1 (stereo not given)	11	1	1.2	-6	1.2	-5	1	1.1	-1	1.1
C/C(=N\NC(=O)c1nn(C)c(C)c1Br)c1ccc(NC(=O)c2ccoc2C)cc1	57	1.2	1.1	-5	1.1	5	1.1	1.2	-7	1
CCOC(=O)CNC(=O)c1sc(NC(=O)c2ccccc2F)nc1C	91	1	1	16	1.1	18	1	2.5	4	0.8
CCOC(=O)c1sc(=S)n(-c2ccccc2OC)c1N	10	1	0.8	-3	0.9	-9	1	0.99	-2	1
Cc1sc(N/N=C/c2cccnc2)nc1-c1ccc(Cl)cc1	11	0.9	0.9	-5	1.1	-10	1	1.4	-2	1
O=C(CSc1nnc(-c2cnccn2)n1Cc1ccco1)Nc1ccc(Br)cc1	-13	0.9	0.9	-7	1	-8	1.1	0.82	-6	1.1
O=C(Nc1ccccc1F)Nc1ccc([N+](=O)[O-])cc1Cl	54	0.9	1	-5	1	-12	1.1	1.7	-6	1
Cc1ccc(S(=O)(=O)NC2=C(N3CCN(Cc4ccccc4)CC3)C(=O)c3ccccc3C2=O)cc1	-5	1	1.2	-5	1.4	-2	1	0.82	-1	1
CCCN(CCC)CCNc1c(NC2CCN(C(=O)OCC)CC2)c(=O)c1=O	13	1.1	1	-5	0.9	-15	1	0.92	-3	1
CC1CC2=C(NC(=S)NC2c2cccc(F)c2)/C(=C/c2cccc(F)c2)C1 (stereo not given)	24	0.8	1.4	-5	1.5	2	1	1.1	0	1
O=C(Cc1ccc(Cl)cc1)NCC(=O)N1CCCC1	7	1	1	-6	1	-12	1	1	0	1.1
N#Cc1ncn(-c2ccc(Oc3ccccc3)cc2)c1N	-5	1	0.9	-2	0.9	0	1	1	0	1
COc1cccc(NC(C)C(=O)N2CC(C)OC(C)C2)c1 (stereo not given)	7	1	0.8	-6	0.6	-9	1.1	1.3	-5	1.1
O=C(NC1CCCCC1)c1cccc(S(=O)(=O)N2CCOCC2)c1	-3	0.9	0.9	-6	0.9	-12	1	1.2	-2	1.1
O=c1c(Cc2c(F)cccc2Cl)c(O)ccn1CCCn1ccnc1	1	1	1.1	-1	1.1	-11	1	1	-1	1
CC(C)OCCCn1c(=N)c(C(N)=S)cc2c(=O)n3ccccc3nc21	-5	0.8	1.4	-13	1.6	-1	1	0.42	2	1.1
Cc1cc(NC(=O)C2COc3ccccc3O2)no1 (stereo not given)	20	1	0.9	1	0.9	10	1	1.4	0	1
N/C(=N\OCc1ccccc1)c1nonc1N	63	1.1	0.9	2	0.8	-9	1	1.8	-2	1
COc1ccc([N+](=O)[O-])cc1NC(=O)CCSCCc1ccccn1	2	1	1.1	-8	1.1	-3	1	1	-1	1.1
Cn1cccc1C(=O)NC(=O)CSc1cccc[n+]1[O-]	-17	1.1	1	3	0.8	-7	1	1.2	-1	1
CC(C)C(=O)Nc1cccc(NC(=O)c2cccc(Br)c2)c1	2	1.1	0.8	1	1	-3	1	1.6	-4	1
NC(=O)c1ccc(NC(=O)Cn2c(=O)n(-c3ccccc3)c(=O)c3oc4ccccc4c32)cc1	0	1	1.1	-8	1.1	-6	1.1	1.3	-7	1.1
COc1ccccc1CN1CC(C(=O)NCc2cccnc2)CC1=O (stereo not given)	8	0.9	0.9	0	0.9	-8	1	0.91	1	1
COC(=O)c1ccc(OCC(=O)c2ccc(O)cc2O)cc1	10	0.9	0.9	65*	0.9	-20	1.1	1.7	-10	0.3

As entered above.
Reading for Cn1c(=O)c2cc(S(=O)(=O)NCCC(=O)NCCc3ccc(Cl)cc3)ccc2n(C)c1=O under TNAP inh noacc: -6
Reading for CCOc1ccc(NS(=O)(=O)c2ccc(NC(=S)NC(=O)C(C)C)cc2)cc1 under TNAP inh noacc: -3

Back to the main list with the two entries that preceded the break.
SMILES	APP 5'UTR act	bIAP act	PMI act	FLuc inhib CS	PMI act hi M6P	TNAP inh noacc	TNAP act hi DEA	NF-kB neuron act	TNAP inh hi DEA	FLuc act counter
COc1ccccc1CN1CC(C(=O)NCc2cccnc2)CC1=O (stereo not given)	8	0.9	0.9	0	0.9	-8	1	0.91	1	1
COC(=O)c1ccc(OCC(=O)c2ccc(O)cc2O)cc1	10	0.9	0.9	65*	0.9	-20	1.1	1.7	-10	0.3
CC(C)S(=O)(=O)C1=NSC2=NC(=O)/C(=C\c3ccc(-c4ccccc4)o3)C(=N)N21	11	1.1	1.2	-5	1.1	10	0.9	1.1	10	1
Cc1ccc(OCC(=O)OCc2c(C)noc2C)cc1C	4	1	0.9	-5	1	-13	1.1	1.2	-7	1.1
CCOC(=O)C1=C(N)OC2=C(C(=O)CC(C)(C)C2)C1C1CCCCC1 (stereo not given)	9	1	0.9	-9	0.9	-13	1.1	0.96	-7	1.1
COc1cc(SC)ccc1C(=O)Nc1nc(C)cs1	58	0.9	1	98*	1	-18	1.1	0.52	-7	0
O=C(COC(=O)c1c2c(nc3ccccc13)CCCC2)c1cccs1	4	0.9	1	7	1.1	4	1	0.58	-3	0.9
S=C(Nc1ccc(Cl)cc1)N1CCCCC1	-2	1	0.9	27	0.9	-8	1	1.1	-1	0.7
COc1ccc(Nc2nc(Cl)nc(Nc3ccc(OC)cc3)n2)cc1	-10	0.8	1	-4	1	-14	1	0.98	-4	1
O=C(O)c1ccc(COc2ccccc2[N+](=O)[O-])o1	1	0.3	1.2	1	1.2	-8	1	0.94	-4	1
Cn1c(=O)c2c(nc(N3CCCCCC3)n2CC(O)COc2ccccc2)n(C)c1=O (stereo not given)	9	1	1	0	1	-7	1	0.58	0	1
COc1ccc(S(=O)(=O)NCC2CCCN(Cc3cccnc3)C2)cc1 (stereo not given)	5	1.2	0.9	4	1	-8	1.1	0.91	-8	1

Complete entries, quoted from the list:
NC(=O)c1ccc(NC(=O)Cn2c(=O)n(-c3ccccc3)c(=O)c3oc4ccccc4c32)cc1 is listed as APP 5'UTR act: 0; bIAP act: 1; PMI act: 1.1; FLuc inhib CS: -8; PMI act hi M6P: 1.1; TNAP inh noacc: -6; TNAP act hi DEA: 1.1; NF-kB neuron act: 1.3; TNAP inh hi DEA: -7; FLuc act counter: 1.1
COc1cc(C(O)P(=O)(OCC(C)C)OCC(C)C)cc(OC)c1OC (stereo not given) is listed as APP 5'UTR act: 2; bIAP act: 1; PMI act: 1; FLuc inhib CS: -4; PMI act hi M6P: 0.9; TNAP inh noacc: -5; TNAP act hi DEA: 1; NF-kB neuron act: 1.1; TNAP inh hi DEA: 1; FLuc act counter: 1
